CHO parental Ca – counter-screen: ATP calcium response change in parental CHO cells; parental CHO-K1, ATP-induced calcium, Fluo-8 fluorescence; inhibition, % at 5.6 µM; hit rate 0.63% among 330,000;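 active = inhibition above that plate's mean sample inhibition plus 3 SD, cut at about 26% in these data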;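 note: 0% = ATP-challenged DMSO wells and 100% = DMSO wells without ATP; some compounds past the cut are filed as inactive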
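Assay system: parental CHO cells; Read-out basis: percent inhibition of ATP-evoked calcium rise, normalized to controls; Benchmarks: ATP and no-ATP DMSO wells; Compound dosing: single nominal dose of 5.6 µM per compound; Signal: Fluo-8 calcium dye fluorescence; Also added: ATP as calcium-mobilizing challenge; Repeats: singlicate.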
CHO-K1 Ca ag – M1 agonist counterscreen hit in parental CHO-K1 cells. activation, % at 3 µM. AID 602248. hit rate 0.48% among 360,000. Fluo-8 calcium fluorescence; scaled to maximal ATP response, vehicle zero; in the data active = activation above about 15%;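 note: untransfected CHO-K1 host cells lacking M1 receptor as counterscreen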
TAAR1 antagonist – human TAAR1 antagonism. CHO RD-HGA16 TAAR1, Fluo-8 calcium fluorescence, antagonist. inhibition, % at 3 µM. AID 624466. hit rate 1.5% among 360,000;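 active = inhibition above a per-plate cutoff, the mean inhibition of test compounds on that plate plus 3 SD, cut at about 49% in these data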;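 note: 0% = DMSO plus EC80 beta-PEA response and 100% = DMSO alone without agonist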
Target sequence (Q96RJ0 whole entry, looked up): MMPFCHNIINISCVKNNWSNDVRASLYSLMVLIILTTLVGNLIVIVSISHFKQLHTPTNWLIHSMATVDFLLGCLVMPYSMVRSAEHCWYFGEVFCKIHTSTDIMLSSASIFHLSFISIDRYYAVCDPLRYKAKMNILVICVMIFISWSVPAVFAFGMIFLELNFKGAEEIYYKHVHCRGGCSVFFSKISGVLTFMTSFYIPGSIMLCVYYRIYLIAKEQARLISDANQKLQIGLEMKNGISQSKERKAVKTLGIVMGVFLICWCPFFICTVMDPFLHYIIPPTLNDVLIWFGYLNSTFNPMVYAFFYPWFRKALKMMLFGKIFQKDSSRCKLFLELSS
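System: CHO RD-HGA16 cells bearing hTAAR1. Reagent: EC80 β-phenethylamine stimulus. Schedule: seeding 17-24 h prior, 75-min 37 °C, 30-min RT dye loading. Signal: Fluo-8 intracellular calcium dye fluorescence, real-time kinetic reads. Read-out: % inhibition from peak post-agonist over basal fluorescence ratio. Benchmarks: vehicle wells and EC80 agonist wells. Replicates: n of 1.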
CHRM1 antagonist – human CHRM1 antagonism. P11229. CHO-K1 hM1, Fluo-8 calcium fluorescence, ACh EC80 antagonist. inhibition, % at 3 µM. hit rate 1.3% among 360,000. AID 588852;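 active = percent inhibition above its own plate's cutoff, namely the mean of that plate's compound wells plus 3 SD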;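 note: peak over basal fluorescence ratio during 140 s after agonist addition; 0% = ACh EC80 plus DMSO and 100% = DMSO alone without agonist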
Target sequence (P11229 whole entry, looked up): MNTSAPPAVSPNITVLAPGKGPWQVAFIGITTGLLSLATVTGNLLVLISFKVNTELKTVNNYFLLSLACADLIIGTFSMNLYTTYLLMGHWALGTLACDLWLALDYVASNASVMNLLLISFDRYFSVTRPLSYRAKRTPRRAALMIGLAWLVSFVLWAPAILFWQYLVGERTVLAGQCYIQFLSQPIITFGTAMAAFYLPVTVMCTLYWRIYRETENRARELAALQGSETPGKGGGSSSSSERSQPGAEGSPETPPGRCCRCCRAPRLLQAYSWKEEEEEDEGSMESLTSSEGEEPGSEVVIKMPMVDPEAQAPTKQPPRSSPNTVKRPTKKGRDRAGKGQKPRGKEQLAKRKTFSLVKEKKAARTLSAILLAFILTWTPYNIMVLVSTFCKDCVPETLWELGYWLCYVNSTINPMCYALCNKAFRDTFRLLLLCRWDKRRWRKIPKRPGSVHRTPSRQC
CHO-K1 Ca antag – M1 antagonist counterscreen hit in parental CHO-K1 cells; ATP-induced calcium, Fluo-8 fluorescence; inhibition, % at 3 µM; hit rate 0.6% among 360,000; AID 602250;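 active = inhibition above a per-plate cutoff, the plate's mean sample inhibition plus 3 SD, cut at about 24% in these data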;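 note: 0% = DMSO plus EC80 ATP and 100% = DMSO alone without ATP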
TAAR1 agonist – agonists of human TAAR1; Q96RJ0; CHO RD-HGA16 TAAR1, Fluo-8 calcium fluorescence; vehicle wells 0%, saturating PEA agonist 100%; activation, % at 3 µM; hit rate 0.99% among 360,000; AID 624467;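 active = activation above the mean activation of all test compounds in the run plus 3 SD, cut at about 38% in these data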
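test system = CHO RD-HGA16 cells carrying human TAAR1 plus Gα16 | schedule = 17-24 h seeding, 75 min 37 °C dye, 30 min RT | compound dosing = 3 µM single concentration | control set = DMSO and PEA EC100 | replicates = n 1 | signal = Fluo-8 fluorescence, 5 s baseline then 140 s kinetic read | measure = percent activation vs PEA EC100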
CHO-K1 Ca PAM – counter-screen for M1 PAMs: effect in parental CHO-K1 cells; ATP EC20, Fluo-8 calcium fluorescence; 0% at ATP EC20, 100% at ATP max; activation, % at 3 µM; hit rate 0.02% among 360,000; AID 602247;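 active = activation above the run cutoff, the mean activation of all test compounds plus 3 SD, cut at about 40% in these data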;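 note: peak over basal fluorescence ratio in a 140 s read after ATP addition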
M1 PAM – human CHRM1 positive allosteric modulation | CHO-K1 hM1, Fluo-8 calcium fluorescence, ACh EC20; 0% = ACh EC20, 100% = maximal ACh | activation, % at 3 µM | hit rate 0.088% among 360,000 | AID 588819; in the data active = activation above about 19%, passing the limit was not always enough
CHRM1 agonist – human M1 muscarinic receptor agonism; P11229; CHO-K1 hM1, Fluo-8 calcium fluorescence, agonist mode; 0% DMSO, 100% acetylcholine EC100; activation, % at 3 µM; hit rate 0.33% among 360,000; AID 588814;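 active = activation above the run's mean compound activation plus 3 SD, cut at about 16% in these data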;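 note: peak over basal fluorescence ratio within a 140 s kinetic read after compound addition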
Active calls of the source: *; x = not tested or not shown.

(1) O=C1NCCCC1C(=O)N/N=C/c1cc([N+](=O)[O-])ccc1O (stereo not given)
(2) COC(=O)N/N=C(\C)c1ccc(C)c([N+](=O)[O-])c1
(3) O=C(CN1CCC(NC(=O)Cc2ccccc2)CC1)Nc1ccccc1Br
(4) O=C1c2ccccc2C(=O)N1CCOCCN1C(=O)c2ccccc2C1=O
(5) COc1cccc(-n2ccnc2SCC(=O)Nc2nccs2)c1
(6) COc1ccc([C@H]2CC(=O)C=C(c3ccc(SC)cc3)C2)cc1OC
(7) N/C(=N\OC(=O)CC1CCCCC1)c1ccncc1
(8) Cc1ccccc1CSCCNC(=O)COc1ccc(Cl)cc1
(9) COc1ccc(C2(CNC(=O)CCC(=O)O)CCCC2)cc1OC
(10) CCOc1ccc(OCCOCCOc2ccccc2Cl)cc1

screen / no. | 1 | 2 | 3 | 4 | 5 | 6 | 7 | 8 | 9 | 10
TAAR1 antagonist | -16 | 0 | -31 | -16 | -2 | 1 | -2 | 11 | 4 | -4
CHO parental Ca | -5 | 15 | -4 | -13 | -8 | -4 | 2 | -10 | 0 | -9
M1 PAM | 6 | -2 | 4 | 0 | -8 | 6 | -4 | 4 | 7 | 7
CHRM1 antagonist | -7 | 13 | -4 | 3 | 6 | 0 | 9 | -1 | -7 | -14
CHRM1 agonist | -3 | -6 | -7 | -1 | -2 | -1 | -6 | -5 | -4 | -8
CHO-K1 Ca antag | -9 | 1 | -4 | 0 | 7 | -12 | 3 | -2 | 12 | -8
TAAR1 agonist | 0 | 0 | 26 | -1 | 4 | 8 | 3 | -2 | 13 | 0
CHO-K1 Ca ag | -0.1 | 0.2 | 2.0 | -0.2 | 0.5 | 0.6 | 17* | 0.3 | -0.2 | 1.1
CHO-K1 Ca PAM | 5 | 4 | 16 | 9 | -3 | 12 | 15 | 1 | 14 | 19

(11) Nc1ncnc2c1nc(SCCO)n2Cc1ccccc1
(12) CC(C)(C)NC(=O)Cn1nnc(-c2ccccc2Cl)n1
(13) O=C1N2CCCCC1(Sc1ccccc1)CCC2 (stereo not given)
(14) COc1cc(C(=O)OCC(=O)NC(=O)NC2CCCCC2)cc(Cl)c1OC
(15) CCOC(=O)N(C)c1c(CC)nc2c(OCCC3CCCCC3)cccn12
(16) C/C(CC(=O)NCc1ccco1)=N\NC(=O)CC#N
(17) CC(C)C1N(C(=O)N2CCOCC2)CCN1S(=O)(=O)c1ccccc1 (stereo not given)
(18) CN(C/C=C/c1ccccc1)Cc1cccc2ccccc12
(19) Cc1ccc(CNC(=O)c2ccc(CS(=O)Cc3cccc(Cl)c3)o2)cc1 (stereo not given)
(20) CCc1ccccc1NC(=O)N1CCCc2ccccc21

screen / no. | 11 | 12 | 13 | 14 | 15 | 16 | 17 | 18 | 19 | 20
TAAR1 antagonist | -20 | -22 | 3 | -27 | -5 | -5 | 16 | -3 | 14 | -16
CHO parental Ca | -13 | -4 | x | -31 | x | -11 | -3 | -33 | -11 | x
M1 PAM | 3 | 1 | x | 2 | -15 | 9 | 12 | -10 | -3 | 9
CHRM1 antagonist | -9 | -17 | x | -10 | -14 | -2 | -12 | -4 | -11 | -7
CHRM1 agonist | -9 | 0 | x | -3 | -7 | -7 | -3 | 0 | -2 | -3
CHO-K1 Ca antag | -7 | -23 | -6 | 0 | -10 | 3 | -14 | 6 | -8 | 5
TAAR1 agonist | 1 | 10 | 0 | 4 | 7 | 12 | -3 | 2 | 5 | 0
CHO-K1 Ca ag | 0.7 | 0.8 | 0.6 | -0.1 | 1.9 | 0.2 | 0.7 | 1.1 | 5.0 | 0.0
CHO-K1 Ca PAM | 15 | 15 | 5 | -12 | 0 | 3 | 6 | 11 | -4 | 14

(21) CS(=O)(=O)N(Cc1ccccc1)c1ccc(C(=O)Nc2ccc3c(c2)OCO3)cc1
(22) CCOc1cc(C#N)ccc1OCC(=O)N1CCc2ccccc2C1
(23) CCOC(=O)C(C)N1N=C(/C=C/c2ccc(C)cc2)CCC1=O (stereo not given)
(24) COc1ccc(NC(=O)c2ccc(COc3ccccc3)o2)cc1
(25) CCC(Sc1ccc2nnc(-c3ccc(OC)c(OC)c3)n2n1)C(=O)O (stereo not given)
(26) CCOc1ccc(N2CC(C(=O)Nc3cccc(S(=O)(=O)N4CCCCC4)c3)CC2=O)cc1 (stereo not given)
(27) Cc1ccc(Nc2cc(C)nn2-c2nc(C)cc(=O)[nH]2)cc1
(28) C/C(=N\NC(=O)CNc1ccc(F)cc1)c1cc2ccccc2o1
(29) COc1ccccc1CNC(=O)[C@H](C)NC(=O)C1CCN(C(=O)[C@@H](N)CCSC)CC1
(30) Nc1nonc1OCCN1CCN(c2ccc([N+](=O)[O-])c3cccnc23)CC1

screen / no. | 21 | 22 | 23 | 24 | 25 | 26 | 27 | 28 | 29 | 30
TAAR1 antagonist | 5 | -10 | 5 | 4 | -8 | -26 | x | 0 | -11 | -20
CHO parental Ca | -2 | -10 | -4 | 1 | -5 | -31 | 55* | -19 | -7 | -3
M1 PAM | 7 | 13 | 1 | 9 | 8 | 5 | 14 | -6 | 4 | 13
CHRM1 antagonist | 1 | -27 | -2 | -9 | -14 | -7 | -15 | -4 | -13 | -19
CHRM1 agonist | 0 | -4 | -4 | -1 | -4 | -16 | -7 | -3 | -1 | 2
CHO-K1 Ca antag | 17 | -9 | -3 | 9 | -6 | -3 | 21 | 3 | 9 | -1
TAAR1 agonist | 7 | 1 | 3 | 3 | 11 | 1 | x | 14 | 1 | 1
CHO-K1 Ca ag | 2.0 | 0.3 | 1.0 | 1.4 | -0.1 | 0.2 | -0.2 | 0.1 | 0.4 | 4.9
CHO-K1 Ca PAM | 19 | 1 | 11 | 10 | 17 | 12 | -3 | -2 | -8 | -7

(31) CCOC(=O)C1=C(CNC2CCCCC2)NC(=O)NC1c1cc(C)ccc1C (stereo not given)
(32) COc1ccc(NC(=O)CNCc2cccs2)c(OC)c1
(33) COc1ccc(CN2CCCCC2C)cc1C (stereo not given)
(34) Cc1cc(C(=O)NNC(=O)c2ccc(Cl)cc2)c2ccccc2n1
(35) O=C(Nc1nnc(Cc2ccc(F)cc2)s1)Nc1ccccc1F
(36) O=C(CCS(=O)(=O)c1cccc2nonc12)Nc1ccc(Br)cc1
(37) Cc1ccc(S(=O)(=O)Nc2ccccc2F)cc1C(=O)N1CCN(c2ccccc2O)CC1
(38) Cc1ccc(S(=O)(=O)N(CC(=O)N2CCCCCC2)c2ccccc2)cc1
(39) Cc1ccc2nc3c(cc(C(=O)NCCc4ccccc4)c(=N)n3CCN3CCOCC3)c(=O)n2c1
(40) Cc1c(Cl)cccc1NC(=O)CCN1CCCC(C)C1 (stereo not given)

screen / no. | 31 | 32 | 33 | 34 | 35 | 36 | 37 | 38 | 39 | 40
TAAR1 antagonist | 4 | -7 | -8 | 13 | -31 | 18 | 34 | 1 | x | -1
CHO parental Ca | -13 | x | -12 | -21 | -12 | -16 | -23 | -19 | -20 | -4
M1 PAM | -6 | 3 | -5 | 4 | 26 | 3 | -7 | 5 | 6 | -1
CHRM1 antagonist | -5 | -11 | 5 | -6 | -35 | -3 | 1 | -7 | -8 | -15
CHRM1 agonist | -4 | 1 | -6 | -2 | 2 | -2 | -2 | -8 | -12 | -5
CHO-K1 Ca antag | -14 | 10 | 6 | 2 | -12 | -7 | -16 | -10 | -3 | 1
TAAR1 agonist | 16 | 0 | 12 | -2 | 3 | 3 | 14 | 9 | x | 12
CHO-K1 Ca ag | 1.0 | 5.8 | -0.3 | 0.1 | -0.2 | 2.4 | 4.0 | 0.4 | 1.6 | -0.3
CHO-K1 Ca PAM | 17 | -3 | -4 | 10 | 2 | 21 | -2 | 16 | 8 | 11

(41) COc1cccc(C(c2nnnn2CCc2ccccc2)N2CCN(c3ccccc3)CC2)c1OC (stereo not given)
(42) COc1cc(NC(=O)Nc2cc(C)on2)cc(OC)c1OC
(43) CC(=O)Nc1cc(-c2cccc(NS(C)(=O)=O)c2)cn2c(-c3cccc(C(C)=O)c3)cnc12
(44) CCOc1cc(NC(=S)Nc2cccc(OC)c2)c(OCC)cc1NC(=O)C1CC1
(45) CCc1ccccc1NC(=S)N(Cc1cccs1)C1CCCC1
(46) COC(=O)[C@H](C)NC(=O)c1cc2c(cn1)[nH]c1ccccc12
(47) O=C(NC1CCCC1)c1cc(-c2ccc(Cl)cc2Cl)on1
(48) COCc1cccc(-c2csc(C(O)c3cccc(OC)c3)n2)c1 (stereo not given)
(49) CCOC(=O)N1CCN(CC(O)COCCC23CC4CC(CC(C4)C2)C3)CC1 (stereo not given)
(50) O=C(Nc1ccc2c(c1)OCO2)Nc1ccc(Cl)cc1Cl

screen / no. | 41 | 42 | 43 | 44 | 45 | 46 | 47 | 48 | 49 | 50
TAAR1 antagonist | -21 | 0 | 23 | -16 | -18 | 16 | -20 | -3 | -4 | 18
CHO parental Ca | -3 | -11 | x | -19 | 1 | -7 | -14 | x | -21 | -21
M1 PAM | -1 | 4 | -4 | 6 | 6 | -1 | 5 | -2 | -5 | 9
CHRM1 antagonist | -1 | -1 | 3 | -8 | -5 | -8 | -5 | -8 | 2 | -4
CHRM1 agonist | -5 | 0 | -5 | -5 | -4 | -4 | -3 | 1 | -1 | -1
CHO-K1 Ca antag | -12 | -11 | -2 | 2 | -12 | -11 | -11 | -9 | -3 | -2
TAAR1 agonist | 15 | 4 | 6 | 12 | 1 | 0 | 4 | 0 | 12 | 4
CHO-K1 Ca ag | 0.6 | 0.5 | 4.3 | 0.1 | 0.5 | 1.3 | 1.0 | 5.9 | 3.0 | 0.0
CHO-K1 Ca PAM | 16 | 9 | -10 | 14 | 10 | -2 | 5 | 9 | 12 | 8

(51) COc1ccccc1/C=C/CN1CCC(Oc2ccc(C(=O)N3CCCC3)cc2)CC1
(52) Cc1cc(F)ccc1NC(=O)c1cc(S(=O)(=O)N2CCc3ccccc32)cn1C
(53) COc1ccccc1NC(=O)NCCc1c[nH]c2ccccc12
(54) CN1CCCC(OC(=O)c2cc(Br)ccc2Cl)C1 (stereo not given)
(55) Nc1nc(SCC(=O)c2ccc(Cl)cc2)c2ncn(C3OC(CO)C(O)C3O)c2n1 (stereo not given)
(56) Cc1nc2cc(NC(=O)C3(C)CCCN(C(C)C)C3)ccc2o1 (stereo not given)

screen / no. | 51 | 52 | 53 | 54 | 55 | 56
TAAR1 antagonist | -21 | -11 | 2 | -12 | -4 | -31
CHO parental Ca | -32 | -10 | -5 | -25 | x | x
M1 PAM | -23 | -11 | 7 | -5 | 8 | 10
CHRM1 antagonist | 73* | 10 | -16 | 4 | -15 | -16
CHRM1 agonist | -6 | -4 | 1 | -5 | -3 | -3
CHO-K1 Ca antag | 26* | 2 | -10 | -1 | -13 | -12
TAAR1 agonist | 3 | 1 | 4 | 23 | 2 | 0
CHO-K1 Ca ag | -0.2 | 0.5 | 2.0 | -0.2 | 1.2 | 0.0
CHO-K1 Ca PAM | -30 | -7 | 9 | 9 | 24 | 18
